From PubChem BioAssay
PP5 inh – PP5 (human) phosphatase inhibition. inhibition, % at 6.7 µM. actives 0.18% (n = 320,000). purified PP5c, OMFP substrate fluorescence. P53041. AID 1987;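 active = inhibition above the campaign's mean inhibition across all tested compounds plus 3 SD, cut at about 9.5% in these data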;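 note: 0% = DMSO only and 100% = 100 µM cantharidin control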
Target sequence (P53041 whole entry, looked up): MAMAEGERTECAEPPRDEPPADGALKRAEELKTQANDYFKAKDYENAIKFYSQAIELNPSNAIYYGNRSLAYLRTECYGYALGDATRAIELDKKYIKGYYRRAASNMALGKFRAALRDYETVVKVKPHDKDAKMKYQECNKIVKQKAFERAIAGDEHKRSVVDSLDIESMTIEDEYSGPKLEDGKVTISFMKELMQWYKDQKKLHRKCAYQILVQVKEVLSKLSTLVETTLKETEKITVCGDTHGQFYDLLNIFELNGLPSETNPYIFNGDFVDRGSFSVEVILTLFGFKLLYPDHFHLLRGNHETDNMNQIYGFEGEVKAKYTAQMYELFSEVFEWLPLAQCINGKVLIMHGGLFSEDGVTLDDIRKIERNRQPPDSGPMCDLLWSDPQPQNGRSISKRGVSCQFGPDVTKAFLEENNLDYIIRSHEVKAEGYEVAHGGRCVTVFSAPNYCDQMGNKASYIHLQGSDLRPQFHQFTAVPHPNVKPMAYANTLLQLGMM
TPT1 inh – C. albicans TPT1 enzyme inhibition | AID 1962 | recombinant caTPT1, FP RNA substrate dephosphorylation | inhibition, % at 5 µM | actives 0.81% (n = 300,000);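 active = inhibition above the mean of all tested compounds plus 3 SD, set per screening campaign, cut at about 24% in these data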;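 note: plate controls were DMSO alone for no effect and ferristatin control at 100 nM for full effect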
Fh CTSL1 inh – blocks F. hepatica cathepsin L1 in PFM18AAP counter-screen | AID 1906 | inhibition, % at 5.96 µM | recombinant F. hepatica cathepsin L1, Z-Leu-Arg-MCA fluorescence | actives 0.49% (n = 300,000);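 active = inhibition above the mean of all tested compounds plus 3 SD, set per screening campaign, cut at about 17% in these data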;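 note: 0% = plate median of test compound wells and 100% = 1 µM Z-Phe-Ala-diazomethylketone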
AHR act – activators of human aryl hydrocarbon receptor; AHR-responsive luciferase reporter cells, luminescence; P35869; activation, % at 5 µM; actives 2.5% (n = 320,000); in the data active = activation above about 47%;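 note: 0% = vehicle wells and 100% = reference agonist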
PP1 inh – counter-screen for PP5 inhibitors: inhibitors of human PP1-alpha. P62136. inhibition, % at 6.7 µM. actives 0.9% (n = 320,000). purified PP1alpha, OMFP fluorescence;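 active = inhibition above the mean inhibition of all tested compounds plus 3 SD, computed separately for each screening campaign, cut at about 15% in these data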
PAFAH2 FP inh – inhibitors of human PAFAH2; Q99487; recombinant PAFAH2, FP-rhodamine activity probe, fluorescence polarization; inhibition, % at 3.39 µM; actives 0.99% (n = 340,000);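 active = inhibition above the mean over all tested compounds plus 3 SD, cut at about 30% in these data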;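 note: inhibitors block probe labeling of enzyme so polarization drops; 0% = enzyme with DMSO and 100% = wells lacking PAFAH2 protein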
HCV core dimer – HCV core protein dimerization inhibition. TR-FRET GST/Flag-core106 dimerization, 1536-well. actives 0.33% (n = 300,000). inhibition, % at 5 µM. AID 1899;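 active = inhibition above the mean of all tested compounds plus 3 SD, set per screening campaign, cut at about 45% in these data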
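test system = GST/Flag-tagged HCV core106 proteins | probe or stimulus = Eu donor and XL665 acceptor anti-tag antibodies | times = compound-protein-antibody incubation 4 h at 22.5 °C | signal = TR-FRET, excitation 340 nm, emission 617 and 671 nm | measure = percent inhibition of core106 dimerization signal | controls = wells lacking GST-core106 and wells with excess unlabelled core106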
procasp7 counter – counter-screen for procaspase-3 activators: activators of human procaspase-7; actives 0.093% (n = 330,000); P55210; AID 463210; activation, % at 8.5 µM; recombinant procaspase-7, Ac-DEVD-pNA absorbance 405 nm; D23A/D198A/D206A triple mutant, cannot self-cleave; scale: DMSO 0, 5 µM enzyme 100;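 active = percent activation above the screen-wide mean plus 3 SD, cut at about 25% in these data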
Target sequence (P55210 whole entry D23A/D198A/D206A): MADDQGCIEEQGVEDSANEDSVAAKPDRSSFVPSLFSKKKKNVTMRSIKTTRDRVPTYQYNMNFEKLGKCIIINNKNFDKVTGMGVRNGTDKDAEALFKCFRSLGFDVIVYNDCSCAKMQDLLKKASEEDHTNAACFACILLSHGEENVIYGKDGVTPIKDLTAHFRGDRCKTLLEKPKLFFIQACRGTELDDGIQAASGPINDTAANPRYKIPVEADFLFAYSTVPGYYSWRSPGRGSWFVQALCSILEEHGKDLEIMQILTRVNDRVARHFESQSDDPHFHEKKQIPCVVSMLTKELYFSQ
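Assay system: Uncleavable procaspase-7 mutant enzyme / Input: 2 µM procaspase-7 mutant as dispensed / Dosing: single nominal 8.5 µM compound dose, 0.8% DMSO final / Timing: 1 h enzyme–compound preincubation and 2 h substrate reaction, both 25 °C / Detection: p-Nitroaniline absorbance at 405 nm, read at 0 and 120 min / Replication: singlicate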
proCasp3 act – activates human procaspase-3 | activation, % at 8.5 µM | recombinant procaspase-3 D3A, Ac-DEVD-pNA absorbance 405 nm | P42574 | AID 463141 | actives 0.11% (n = 330,000);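 active = activation above the mean of all tested compounds plus 3 SD, cut at about 21% in these data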;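 note: 0% = DMSO alone and 100% = DMSO wells spiked with extra 5 µM PC-3 D3A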
Target sequence (P42574 whole entry D9A/D28A/D175A): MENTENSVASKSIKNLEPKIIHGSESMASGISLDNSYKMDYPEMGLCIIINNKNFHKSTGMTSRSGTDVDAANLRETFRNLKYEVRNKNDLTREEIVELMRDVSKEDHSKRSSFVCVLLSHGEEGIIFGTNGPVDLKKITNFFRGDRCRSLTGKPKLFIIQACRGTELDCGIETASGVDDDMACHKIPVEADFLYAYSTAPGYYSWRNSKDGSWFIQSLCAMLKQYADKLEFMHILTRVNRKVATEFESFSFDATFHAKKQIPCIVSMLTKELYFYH
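Assay system: Autoprocessing-dead procaspase-3 D3A mutant enzyme; also added: Ac-DEVD-pNA; doses: one concentration, 8.5 µM nominal, 0.8% DMSO; times: 1 h compound preincubation, 2 h substrate hydrolysis at 25 °C; technique: 405 nm absorbance of p-nitroaniline, reads at 0 and 120 min; measure: % activation between DMSO and enzyme-spiked controls; repeats: single replicate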
Active calls of the source: *; nt = no result given. Rows are unselected; about 5.6% have a hit in one of these screens.

SMILES	PP5 inh	TPT1 inh	Fh CTSL1 inh	AHR act	PP1 inh	PAFAH2 FP inh	HCV core dimer	procasp7 counter	proCasp3 act
COc1cccc(N2C(=O)C(c3ccccc3)=C(c3nc4ccccc4s3)C2NC(C)=O)c1 (configuration not stated)	0.8	3	2	3	2	-9	7	-8	-18
CC(=O)c1ccc2noc(-c3ccc(Cl)cc3)c2c1	2.0	-5	2	4	1	7	1	6	-7
COCCNC(=S)N1CCN(c2cccc(C)c2C)CC1	0.5	0	-1	4	-1	4	-1	-5	-5
Cc1ccc(S(=O)(=O)NCCn2nc(C)cc2C)cc1	0.4	3	-1	-2	-2	2	8	2	-1
COc1ccc(O)c(/C=N/Nc2nc(C)cc(-c3ccccc3)n2)c1	2.3	0	0	0	1	8	1	4	0
O=S(=O)(/C=C/c1ccccc1)NCCc1ccccn1	-0.6	0	3	2	2	-1	-3	6	1
Cc1cccc(CC2CC(=O)N(c3ncccn3)C2=O)c1 (configuration not stated)	4.4	-3	-6	1	2	-1	-2	-3	-3
COc1ccccc1N(CC(O)Cn1ccnc1C)S(=O)(=O)c1ccc(C)cc1 (configuration not stated)	0.6	-4	2	0	4	-2	9	11	4
COc1ccc([C@H]2CC(=O)C=C(c3cc(F)ccc3F)C2)cc1OC	2.9	nt	nt	7	0	-5	nt	-2	-2
COC(=O)COc1ccc(C(=O)Cn2c(NCCCO)nc3ccccc32)cc1	-3.4	-2	-4	-2	0	-2	1	2	-5
COc1ccc(S(=O)(=O)N2CCOCC2)cc1NC(=O)c1ccc(Cl)cc1	0.7	-4	-1	0	1	0	-2	3	8
C[C@]12C=CC(=O)C=C1CCC1C2CC[C@@]2(C)C1CCC21OCCO1 (some centres not stated)	nt	nt	nt	-1	nt	-1	nt	2	-10
O=C(NCc1ccccc1)C1CCCN1S(=O)(=O)c1ccc(F)cc1 (configuration not stated)	-2.3	4	5	0	1	5	4	7	-3
O=C(Nn1cnnc1)c1ccccc1F	1.3	1	2	1	-4	-1	-1	1	-2
COC(=O)/C=c1/s/c(=C(\C#N)C(=O)NCc2ccco2)n(-c2ccccc2)c1=O	-1.9	11	2	8	10	4	29	-15	-11
Cc1ccc(C)c(NC(=O)NNC(=O)c2cc3ccccc3cc2O)c1	1.3	0	2	5	4	-3	-7	-2	4
CCOc1ccc(CNC2CCCc3ccccc32)cc1 (configuration not stated)	-1.9	0	-2	6	0	-1	-5	5	-3
O=C(c1cccc(F)c1)N1CCN(S(=O)(=O)c2ccc(C(F)(F)F)cc2)CC1	0.0	-2	6	-2	-4	-3	0	8	1
O=C(CP(=O)(c1ccccc1)c1ccccc1)Nn1cnnc1	0.3	-6	-1	0	-1	6	-1	5	6
Cc1ccc(-n2c(SCC(=O)O)nc3sc4c(c3c2=O)CCCC4)cc1	0.7	0	1	0	2	-9	8	9	-2
O=C(CC1Oc2ccccc2NC1=O)NCCCN1CCN(C2CCCCC2)CC1 (configuration not stated)	-0.8	-4	0	3	-1	-6	-5	9	6
Cc1ccc(CSCC(=O)N/N=C/c2ccc(OCC(=O)Nc3ccc(C)cc3)cc2)cc1	0.7	8	5	7	5	-3	17	6	2
CC1(C)C2CC=C(/C=N/NC(=O)c3ccccc3O)C1C2 (configuration not stated)	3.5	3	-1	5	-2	27	-9	3	11
O=C(CCc1c[nH]c2ccccc12)N1CCCC1	3.0	-1	-2	-10	0	0	4	1	-5
Cc1cc(C)cc(Nc2nc3ccccc3c(=O)[nH]2)c1	1.8	0	2	77*	1	9	-4	4	3

Printed as active in AHR act, among the entries above:
Structure | PP5 inh | TPT1 inh | AHR act | PAFAH2 FP inh | HCV core dimer | proCasp3 act
Cc1cc(C)cc(Nc2nc3ccccc3c(=O)[nH]2)c1 | 1.8 | 0 | 77* | 9 | -4 | 3

The listing picks up, repeating the three entries before the break.
SMILES	PP5 inh	TPT1 inh	Fh CTSL1 inh	AHR act	PP1 inh	PAFAH2 FP inh	HCV core dimer	procasp7 counter	proCasp3 act
CC1(C)C2CC=C(/C=N/NC(=O)c3ccccc3O)C1C2 (configuration not stated)	3.5	3	-1	5	-2	27	-9	3	11
O=C(CCc1c[nH]c2ccccc12)N1CCCC1	3.0	-1	-2	-10	0	0	4	1	-5
Cc1cc(C)cc(Nc2nc3ccccc3c(=O)[nH]2)c1	1.8	0	2	77*	1	9	-4	4	3
COCCn1c(SCC(=O)Nc2cccc(C(=O)OC)c2)nc2ccccc2c1=O	4.3	0	0	2	-2	-1	-4	1	2
O=C(CCSc1ccccc1)Nc1ccc(S(=O)(=O)N2CCOCC2)cc1	2.0	3	-9	0	1	1	-4	-8	-5
CCOC(=O)c1c(C)n(CC(O)CN(CC)CC)c2cc(Br)c(OC)cc12 (configuration not stated)	-1.2	-1	3	2	2	2	-5	5	6
COc1ccc(N(CC(=O)NCC2CCCO2)C(=O)CCC(=O)Nc2nccs2)cc1 (configuration not stated)	0.0	1	-2	4	-2	-5	0	1	-8
COC(=O)c1cccc(C23CC4(C2)[C@H](CN(Cc2ccc(-c5ccccc5)cc2)[C@@H]4c2ccccc2)C3c2ccccc2)c1 (some centres not stated)	2.2	5	-1	-2	10	3	20	4	-5
Cc1nc(Cl)c(C(=O)NC(=O)NCc2ccccc2)c(C)c1Cl	-0.5	-6	12	1	-3	-2	-5	11	2
COc1ccc2c(c1)N(S(=O)(=O)c1ccccc1)CCC2=O	0.6	-1	6	4	-3	2	-4	4	-7
O=C(COC(=O)c1n[nH]c2ccccc12)NC(=O)NCc1ccco1	2.6	1	-3	11	3	-2	34	-13	-8
O=S(=O)(NCc1ccccc1)c1ccc2ccccc2c1	1.6	-4	-4	-2	1	0	5	7	0
O=C(O)c1ccc2c(=O)n3cc(C(=O)c4ccccc4O)cc(Cl)c3nc2c1	2.4	1	6	-1	-3	7	6	-2	2
COc1ccc([C@H]2CC(=O)C=C(c3cc(OC)ccc3OC)C2)cc1	1.6	nt	nt	4	-1	0	nt	8	9
Cn1nccc1C(=O)N1CCCC(C(=O)c2cccc3ccccc23)C1 (configuration not stated)	0.8	4	1	-2	1	8	-6	1	-2
Cc1c(CCC(=O)NCCCN2CCCC2=O)c(=O)oc2cc(O)ccc12	-0.2	-1	7	-1	4	-1	4	19	26*
COc1ccccc1-c1nc(C#N)c(N2CCN(c3ccccc3)CC2)o1	1.0	-2	3	11	3	-2	9	2	4
COc1ccc(C2C(C(C)=O)=C(C)Nc3ncnn32)cc1 (configuration not stated)	-0.4	-4	4	-1	-1	-15	-4	5	0
COC(=O)C1CCCCN1C(=O)c1ccc(OC2CCN(C(C)=O)CC2)c(OC)c1 (configuration not stated)	2.2	-1	0	-2	-3	-2	-15	6	14
COC(=O)c1ccc(CN2[C@H](C(=O)OC)C[C@@]3(O)[C@H](O)[C@H](O)[C@H](O)C[C@@H]23)cc1	-0.2	-4	-6	-3	1	0	-13	4	1
NC(=O)CCCCC(=O)OCCCc1cccs1	1.0	-4	-5	0	0	8	8	17	0
O=C1NC(=S)S/C1=C\c1ccc2ccccc2c1	0.4	10	6	0	-1	4	10	-5	0
Cc1ccc(SCC(=O)N2CCN(c3ccccn3)CC2)cc1	-3.9	0	1	1	1	-1	0	-1	-2
O=C(O)C1CCN(S(=O)(=O)c2ccc(Cl)s2)CC1	nt	nt	nt	0	nt	1	nt	4	4
CS(=O)(=O)c1ccc(Cl)c(NC(=O)CSc2nnc(C3CC3)n2C2CC2)c1	0.9	nt	nt	-1	0	-1	nt	4	8
Cc1ccc(C(=O)CNc2cccc(Cl)c2)cc1	1.4	1	2	-6	1	4	3	2	11
CCC(=O)N1CCN(c2c(Cl)cccc2[N+](=O)[O-])CC1	3.3	-1	-3	-3	-1	-1	-3	-8	6
Cc1c(C(=O)N2CCCCC2C)sc2ncnc(N3CCc4ccccc4C3)c12 (configuration not stated)	2.0	1	-2	5	-5	3	9	2	9
SMILES	PP5 inh	TPT1 inh	Fh CTSL1 inh	AHR act	PP1 inh	PAFAH2 FP inh	HCV core dimer	procasp7 counter	proCasp3 act
CCSc1nnc(NC(=O)CSc2nnc(CNC(=O)c3cc(OC)c(OC)c(OC)c3)o2)s1	-0.5	0	1	3	-1	4	4	-18	-12
O=C1C=C(Nc2cccc3cccnc23)c2ccccc2C1=O	1.6	-5	20*	36	0	30	12	-21	-3
O=C(O)CC1(CC(=O)Nc2ccc3c(c2)OCCCO3)CCCCC1	0.4	0	0	1	0	4	0	8	2
Cc1cc(C(=O)N/N=C/c2ccc(-c3ccccc3Cl)o2)n[nH]1	-0.3	-3	1	-5	4	1	-2	-2	-2
COC(=O)c1ccc2c(=O)[nH]c(CN3c4ccccc4CC3C)nc2c1 (configuration not stated)	1.1	3	-1	3	2	5	25	-1	0
Cc1cc(C)c(S(=O)(=O)N(CC(=O)N2CCOCC2)C2CCCCC2)c(C)c1	2.0	-3	-3	-4	3	9	-5	3	8
O=C(Cc1n[nH]c(=O)c2ccccc12)OCC(=O)c1ccc(F)c(F)c1	2.5	0	4	0	-5	2	-9	2	6
CC(CC(=O)Nc1ccc(C(N)=O)cc1)c1ccccc1 (configuration not stated)	-1.7	-2	-3	-2	1	-4	-2	-10	4
Oc1ccc(Cl)cc1CNc1ccc(Br)cn1	3.0	-1	-5	-3	0	-9	5	9	3
Cc1c(C)c2ccc(OCC(=O)NCCc3c[nH]c4ccccc34)c(C)c2oc1=O	2.4	-4	-1	-4	3	0	2	-3	8
COc1cccc(CNC(=O)c2ccc(C3SCCS3)cc2)c1	-0.8	0	-1	28	6	-4	-2	3	3
Cc1cccc(OCCOC(=O)c2ccc(F)c(S(=O)(=O)N3CCOCC3)c2)c1	1.3	nt	nt	0	-1	9	nt	5	-2
Cc1cc(Cl)ccc1OCCCC(=O)N1CCN(C(=O)c2ccco2)CC1	2.0	-2	-1	0	2	14	-10	9	0
CC(C)Oc1ccc(C(=O)OC(C)C(=O)Nc2nc(-c3cccc([N+](=O)[O-])c3)cs2)cc1 (configuration not stated)	0.6	0	5	0	-5	-9	-3	2	1
CC(=O)NC(Cc1ccccc1C)C(=O)NC1CCN(c2nnnn2-c2ccccc2)CC1 (configuration not stated)	0.5	-1	-1	0	2	-4	-2	0	3
Cc1cccc(-n2nnc3cnn(C)c3c2=O)c1	-5.1	0	-1	60*	4	2	-13	-4	-3
CCOC(=O)C1=C(c2ccccc2)N=c2s/c(=C\c3ccco3)c(=O)n2C1c1cccs1 (configuration not stated)	1.1	21	-3	0	21*	3	69*	-25	-5
CCCCOC(=O)CCCN1C(=O)/C(=C2\SC(=S)N(CCCC(=O)OCCCC)C2=O)SC1=S	-1.2	-3	-1	1	-4	nt	2	5	9
O=C(c1ccccc1NS(=O)(=O)c1ccc(F)cc1)N1CCc2ccccc21	0.1	2	-1	1	-2	2	10	-4	7
Cc1ccsc1C(=O)OCC(=O)N1CC(=O)Nc2ccccc21	-0.7	-4	0	2	-2	-13	-5	12	-1
